Compound activity from PubChem.
SW480 rerep: inducers of DNA re-replication in SW480 colon cancer cells; SW480 DNA re-replication, Hoechst DNA content imaging, 48 h; hit rate 1.8% among 340,000; Potency, µM (titrated, usually from 46.1 µM), for inactives: at the top dose re-replication activation, actives largely listed as activators; also: potency is read from the fitted curve at half-maximal effect; % of control where 0% means no effect; nearly all actives have a fitted effect of over 55% in size
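Image-based read-out: total Hoechst fluorescence of nuclei (405 nm excitation, 500-530 nm emission), with hits raising the fraction of high-intensity nuclei. SW480 colon cells incubated 48 hr with compounds at 37 C.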
IL1B secr inh: inhibitors of inflammasome signaling (IL-1 beta secretion). THP-1 LPS/ATP IL-1B secretion, AlphaLISA, 16 h; active compounds read low. activity change, % at 57.5 µM. hit rate 4.7% among 360,000; in the data active = activity change below about -50%; inconclusive = mostly about -30% to -49%; also: % is scaled to controls: 0 for no effect and ±100 for the full control effect
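Secreted IL-1B measured by AlphaLISA bead assay after 16 h compound exposure of THP-1 cells; compounds (final up to 57.5 uM) added 1 h before LPS (250 ng/mL) and ATP (1.25 mM) stimulation; lower signal means less secretion.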
KB-V1 MDR tox: KB-V1 MDR subline cytotoxicity; KB-V1 MDR cells viability, CellTiter-Glo, 72 h; Potency, µM (series often up to 46.1 µM), without a hit: at the top dose activity change, negative = cytotoxicity, usual class: cytotoxic; hit rate 3.4% among 400,000; also: potency is read from the fitted curve at half-maximal effect; % is scaled to controls: 0 for no effect and ±100 for the full control effect; nearly all actives have a fitted effect of over 60% in size
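Readout: CellTiter-Glo luminescence, 10 min after addition. Cells: KB-V1 MDR subline, 72 h at 37 degrees C with compound. Analysis: corrected, normalized data fitted to concentration-effect curves.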
MCF10A rerep: DNA re-replication induction in MCF 10a cells; MCF 10A DNA re-replication, Hoechst nuclear intensity, 48 h; Potency, µM (doses to about 46.1 µM), inactives show at the top dose activity, positive = re-replication, hits mostly activators; hit rate 2.9% among 350,000; also: potency is read from the fitted curve at half-maximal effect; % of control where 0% means no effect; nearly all actives have a fitted effect of over 50% in size
HT1080-NT tox: kills 2HG-producing HT-1080-NT fibrosarcoma cells | HT-1080-NT fibrosarcoma viability, CellTiter-Glo ATP luminescence, 48 h | Potency, µM (top dose mostly 46.1 µM), inactives show top-dose activity, negative = less viability, actives largely listed as cytotoxic | hit rate 1.6% among 360,000;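 also: NT is the 2HG producing partner of a matched IDH1 knockdown line; potency is read from the fitted curve at half-maximal effect; 0% = DMSO-treated cells and -100% = media-only wells without cells; nearly all actives have a fitted effect of over 55% in size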
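750 cells/well, RPMI + 5% FBS; 2 h settle, compound pin-transfer, 48 h at 37 degrees C. CellTiter-Glo 10 min RT, luminescence. Normalized to DMSO and media-only wells.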
KB-3-1 tox: KB-3-1 parental cell cytotoxicity; Potency, µM (highest dose often 46.1 µM), without a hit: at the highest dose activity change, negative = cytotoxic, hits mostly cytotoxic; hit rate 1.4% among 400,000; AID 1347075; KB-3-1 viability, CellTiter-Glo ATP luminescence, 72 h; also: potency is read from the fitted curve at half-maximal effect; % is scaled to controls: 0 for no effect and ±100 for the full control effect; nearly all actives have a fitted effect of over 60% in size
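Multi-concentration cytotoxicity screen in KB-3-1 cells grown in DMEM lacking phenol red with 10% FBS. After 72 h at 37 °C with compound, ATP-dependent luminescence was recorded.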
ATXN2 expr inh: ATXN2 expression inhibition; Potency, µM (series often up to 57 µM), for the others: at the top dose activity change, negative = inhibition, most hits filed as inhibitors; HEK-293 ATXN2-luciferase reporter, luminescence, 24 h; hit rate 0.72% among 360,000; also: potency is read from the fitted curve at half-maximal effect; % is scaled to controls: 0 for no effect and ±100 for the full control effect; nearly all actives have a fitted effect of over 55% in size
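qHTS (up to 57 uM final) was run with 24 h compound exposure of reporter cells at 37 °C. Each well was multiplexed: SteadyGlo luminescence measured ATXN2-luciferase expression after a fluorogenic Gly-Phe-AFC viability readout (25 uM final).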
WRN inhibitor: blocks human WRN helicase; Q14191; WRN helicase unwinding, fluorescent forked duplex, kinetic; Potency, µM (doses to about 114 µM), for inactives: top-dose activity change, negative = inhibition, usual class: inhibitors; hit rate 0.46% among 360,000; AID 651768; also: potency is read from the fitted curve at half-maximal effect; % is scaled to controls: 0 for no effect and ±100 for the full control effect; nearly all actives have a fitted effect of over 55% in size
Target sequence (Q14191 whole entry, looked up): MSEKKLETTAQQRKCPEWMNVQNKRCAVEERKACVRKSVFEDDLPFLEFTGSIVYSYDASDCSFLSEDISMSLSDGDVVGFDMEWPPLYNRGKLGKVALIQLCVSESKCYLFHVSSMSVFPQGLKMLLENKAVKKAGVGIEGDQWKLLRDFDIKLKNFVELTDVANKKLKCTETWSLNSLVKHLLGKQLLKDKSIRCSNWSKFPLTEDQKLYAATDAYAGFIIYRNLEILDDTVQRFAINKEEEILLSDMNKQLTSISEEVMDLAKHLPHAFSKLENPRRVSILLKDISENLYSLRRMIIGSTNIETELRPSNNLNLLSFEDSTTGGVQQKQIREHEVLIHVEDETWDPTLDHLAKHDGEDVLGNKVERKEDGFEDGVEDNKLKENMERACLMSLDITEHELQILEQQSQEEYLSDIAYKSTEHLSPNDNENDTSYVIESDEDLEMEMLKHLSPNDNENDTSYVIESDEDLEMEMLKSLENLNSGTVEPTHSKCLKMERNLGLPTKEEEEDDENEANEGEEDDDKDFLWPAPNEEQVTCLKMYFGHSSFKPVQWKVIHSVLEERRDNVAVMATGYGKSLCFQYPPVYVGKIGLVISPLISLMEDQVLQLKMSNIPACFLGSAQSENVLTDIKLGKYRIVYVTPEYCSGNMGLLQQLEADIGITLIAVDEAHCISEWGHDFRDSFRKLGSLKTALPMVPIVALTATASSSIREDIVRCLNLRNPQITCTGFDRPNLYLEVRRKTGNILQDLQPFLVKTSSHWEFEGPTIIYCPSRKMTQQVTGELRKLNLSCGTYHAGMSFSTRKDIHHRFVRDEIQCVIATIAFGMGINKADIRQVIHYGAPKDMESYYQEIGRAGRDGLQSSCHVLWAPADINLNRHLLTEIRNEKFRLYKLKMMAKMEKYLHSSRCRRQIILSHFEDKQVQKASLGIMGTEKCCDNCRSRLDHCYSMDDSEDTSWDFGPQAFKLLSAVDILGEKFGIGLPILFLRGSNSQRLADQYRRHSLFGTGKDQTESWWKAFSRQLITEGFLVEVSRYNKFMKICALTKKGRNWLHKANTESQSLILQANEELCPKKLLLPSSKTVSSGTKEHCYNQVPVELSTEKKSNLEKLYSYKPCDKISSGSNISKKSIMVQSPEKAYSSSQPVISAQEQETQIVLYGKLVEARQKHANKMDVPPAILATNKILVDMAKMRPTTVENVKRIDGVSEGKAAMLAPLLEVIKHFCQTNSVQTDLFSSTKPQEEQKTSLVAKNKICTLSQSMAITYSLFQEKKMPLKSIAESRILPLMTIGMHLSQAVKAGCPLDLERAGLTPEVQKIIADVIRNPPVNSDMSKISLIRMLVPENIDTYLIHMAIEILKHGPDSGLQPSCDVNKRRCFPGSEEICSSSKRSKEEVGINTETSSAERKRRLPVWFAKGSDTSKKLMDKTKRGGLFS
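Kinetic fluorescence helicase assay: unwinding of a quenched forked DNA duplex (100 nM final) with 2 mM ATP final raises red fluorescence (525/598 nm). Compounds sat 15 min at room temperature with 20 nM WRN beforehand.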
HT1080 IDH1KD tx: kills HT-1080 cells with IDH1 knockdown. HT-1080 IDH1 knockdown viability, ATP luminescence, 48 h. Potency, µM (titrated, usually from 46.1 µM), without a hit: at the highest dose activity, negative = toxicity, most hits filed as cytotoxic. hit rate 2% among 360,000. AID 686971;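 also: potency is read from the fitted curve at half-maximal effect; 0% = DMSO wells and -100% = cell-free medium wells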
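Using the IDH1-knockdown HT-1080 line run in the same batch and compound series as the NT line, viability after 48 h at 37 °C was determined by CellTiter-Glo luminescence and expressed as % activity.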
* = called active by the depositor; u = inconclusive; x = no result given; & = joins results of further samples; [ ] = dose if it differs, or a comment. Unless noted, calls follow the shape of the dose curve; as a rule, active = well fitted curve in the direction sought with a large enough effect; inconclusive = small, poorly fitted or top-dose-only effect, or another doubt; inactive = no such curve, though single readings can be large; an effect the other way counts as inactive or inconclusive.

The first 9 records as a preview:
SMILES	SW480 rerep	IL1B secr inh	KB-V1 MDR tox	MCF10A rerep	HT1080-NT tox	KB-3-1 tox	ATXN2 expr inh	WRN inhibitor	HT1080 IDH1KD tx
CCC(=O)Nc1nnc(CSCc2ccc(F)cc2)s1	-7%	4	-4%	-6%	-4%	-2%	0%	4%	-3%
O=C(O)c1ccc(N2Cc3ccccc3C2)cc1O	-15%	7	-12%	0%	-25%	0%	24%	-28%	8%
CN(CCO)c1cc(Sc2nc3ccccc3s2)c2nonc2c1[N+](=O)[O-]	13%	-17	-27%	u	6.3µM*	u	10µM*	u	5µM*
CN(C)c1ccc(C=C2SC(=S)N(Cc3ccco3)C2=O)cc1	x	10	4%	x	10%	17%	x	u	0%
COc1cc(C(=O)NCc2cn3ccsc3n2)cc(OC)c1OC	-7%	-25	3%	3%	-8%	-3%	7%	4%	-1%
C/C(=N\Nc1cc(C(F)(F)F)ccc1Cl)c1ccccc1O	-51%[inhibitor]	0	-2%	u	5%	8%	-4%	-5%	1%
CSc1nsc2nc(=O)c(/C=C3\C(C)=Nc4ccccc43)c(N)n12	17%	-2	-4%	u	-1%	1%	21%	-25%	-6%
CCc1cc(=O)oc2cc(C)cc(OCC(=O)NCCCN3CCOCC3)c12	1%	-10	-8%	17%	-2%	15%	7%	-2%	10%
Cc1ccnc(SCC(=O)N2CCC(C(N)=O)CC2)n1	-3%	11	u	-2%	0%	7%	-4%	7%	1%

The listing, previewed entries included:
SMILES	SW480 rerep	IL1B secr inh	KB-V1 MDR tox	MCF10A rerep	HT1080-NT tox	KB-3-1 tox	ATXN2 expr inh	WRN inhibitor	HT1080 IDH1KD tx
CCC(=O)Nc1nnc(CSCc2ccc(F)cc2)s1	-7%	4	-4%	-6%	-4%	-2%	0%	4%	-3%
O=C(O)c1ccc(N2Cc3ccccc3C2)cc1O	-15%	7	-12%	0%	-25%	0%	24%	-28%	8%
CN(CCO)c1cc(Sc2nc3ccccc3s2)c2nonc2c1[N+](=O)[O-]	13%	-17	-27%	u	6.3µM*	u	10µM*	u	5µM*
CN(C)c1ccc(C=C2SC(=S)N(Cc3ccco3)C2=O)cc1	x	10	4%	x	10%	17%	x	u	0%
COc1cc(C(=O)NCc2cn3ccsc3n2)cc(OC)c1OC	-7%	-25	3%	3%	-8%	-3%	7%	4%	-1%
C/C(=N\Nc1cc(C(F)(F)F)ccc1Cl)c1ccccc1O	-51%[inhibitor]	0	-2%	u	5%	8%	-4%	-5%	1%
CSc1nsc2nc(=O)c(/C=C3\C(C)=Nc4ccccc43)c(N)n12	17%	-2	-4%	u	-1%	1%	21%	-25%	-6%
CCc1cc(=O)oc2cc(C)cc(OCC(=O)NCCCN3CCOCC3)c12	1%	-10	-8%	17%	-2%	15%	7%	-2%	10%
Cc1ccnc(SCC(=O)N2CCC(C(N)=O)CC2)n1	-3%	11	u	-2%	0%	7%	-4%	7%	1%
CC(=O)C1=C(C)NC(C)=C(C(C)=O)C1c1ccccc1	-1%	30	9%	4%	3%	-6%	0%	-15%	14%
O=C(COC(=O)c1ccccc1C(=O)c1ccccc1)Nc1ccc(SC(F)F)cc1	-1%	-77*	-12%	10%	-28%	-7%	4%	-9%	u
CCCNS(=O)(=O)c1ccc(CCC(=O)Nc2cc(Cl)ccc2Oc2ccccc2)cc1	5%	-21	8.2µM*	8.2µM*	-10%	-6%	-28%	-7%	-19%
CCc1nc2ccc(C(=O)N(CC)CCN(C)C)cn2c1N(C)CCCc1ccccc1	x	u	3%	x	u	0%	-13%	0%	u
Cc1ccc(N2CCN(C(=O)c3ccccc3NC(=O)C3CC=CCC3C(=O)O)CC2)cc1 (stereo not given)	-2%	43	-21%	-2%	-1%	16%	-4%	-5%	-1%[9.24 µM]
CC(C)N(Cc1nc(-c2ccccc2)no1)C(=O)CN(C)S(=O)(=O)c1ccccc1	-3%	-17	-9%	-3%	-2%	-2%	-8%	-10%	0%
CC(C)CN(CC(C)C)S(=O)(=O)N1CCC(C(=O)N2CCc3ccccc3C2)CC1	-3%	15	u	u	4%	-17%	4%	-20%[57.1 µM]	1%
Cc1cc(Cl)ccc1OCc1cn2cccnc2n1	-4%	-1	-23%	-4%	-3%	3%	116%[activator]	2%	0%
COc1ccc([C@@H]2CC=C(C(=O)O)[C@H](c3ccc(C)cc3)N2S(=O)(=O)c2ccc(C)cc2)cc1OC	-7%	0	0%	u	-2%	0%	0%	-4%	-2%
CC(C)C[C@H](NC(=O)C1(c2ccccc2)CCN(C(=O)[C@H]2CSCN2C(=O)OC(C)(C)C)CC1)C(=O)O	u	5	2%	-2%&104%	5%	-9%	0%	11%	10%
O=C(O)CCSc1nc2ccccc2c(=O)[nH]1	-7%	15	27%	-4%	6%	24%	1%	2%	7%
CCC(c1nnnn1Cc1ccc(OC)cc1)N1CCN(c2ccc(OC)cc2)CC1 (stereo not given)	2%	13	-15%	u	2%	-12%	u	-28%	-1%
CCCc1cc(=O)[nH]c(SCC(=O)N(CCC#N)c2ccc3c(c2)OCCO3)n1	1%	-20	27%	1%	2%	6%	-6%	-2%	11%
CCCCOC(=O)/C=C/c1ccc(OC(=O)OC)c(OC(=O)OC)c1	u	12	-21%	15µM*	-27%	u	-8%	10%	u
CCSc1oc(-c2ccco2)nc1S(=O)(=O)c1ccccc1	11%	3	u	18%	-3%	0%	8%	-9%	-20%
CC1Cc2cc(S(=O)(=O)NCc3ccccc3)ccc2N1C(=O)C1CC1 (stereo not given)	-7%	0	-6%	8%	-9%	u	-18%	10%	-3%
COCC(C)n1c(C)cc(C(=O)CN2C(=O)NC(Cc3c[nH]c4ccccc34)C2=O)c1C (stereo not given)	-1%	-3	-3%	8%	-3%	-3%	-1%	-2%	-7%
O=C(CCCOc1ccccc1)N1CCN(c2ccc(F)cc2)CC1	-3%	-16	-16%	2%	-2%	-7%	22%	-1%	-6%
CS(=O)(=O)n1nc(OC(=O)c2cccs2)cc1N	-1%	10	0%	2%	19%	28%	5%	6%	22%
Cc1ccccc1CSc1[nH]c(=O)ncc1C	-24%	-16	-14%	-1%	3%	4%	-11%	-4%[57.1 µM]	-4%
Cc1onc(-c2ccccc2)c1C(=O)N/N=C/C(Br)=C/c1ccccc1	0.23µM*	u	15µM*	u	2%	u	-24%	-12%	-16%
COc1ccccc1CNc1nc(NC(C)C)nc2cc(-c3ccccc3)sc12	x	-115*	u	x	u	u	20µM*	4%	u
Cc1cccc(-n2ccnc2SCC(=O)N2CCCc3ccccc32)c1C	-4%	-21	-30%	u	-11%	-19%	1%	-4%	-18%
O=C(NCc1ccco1)/C(=C/c1cccnc1)NC(=O)c1ccco1	-6%	6	-6%	14%	4%	-4%	1%	-5%	12%
COc1ccccc1N1CCN(C(=O)CCc2c[nH]c3ccccc23)CC1	-14%	-16	-3%	u	0%	-15%	-28%	13%	-2%
COc1nc(N)nc2nc[nH]c12	-14%	-77*	10%	u	12%	0%	10%	5%	4%
Cc1sc2nc(CN3CCOCC3)[nH]c(=S)c2c1C	-12%	39	-17%	-2%	1%	u	-7%	-5%	-13%
CCCN(CCC)CC(O)CN1C(=O)N(CN2C(=O)N(CC(O)CN(CCC)CCC)C(=O)C2(C)C)C(C)(C)C1=O (stereo not given)	1%	-65*	u	1%	-29%	8%	-36%	-12%	-5%
COc1ccc(CC(=O)Nc2c3c(nn2C(C)(C)C)CS(=O)C3)cc1 (stereo not given)	1%	8	0%	0%	1%	4%	7%	6%	8%
COc1ccc(NC(=O)c2cc(-c3ccc(C)o3)nc3ccccc23)c(OC)c1	u	-19	u	13%	-26%	-18%	x	-4%	u
CN1/C(=C/C(=O)c2ccc(Cl)cc2)Sc2cc3c(cc21)OCO3	u	14	-14%	u	5%	-2%	26%	-1%	9%
O=C(Nc1nnc(-c2ccc(Cl)cc2)o1)C1CCCCC1	-7%	8	-34%	0%	11%	-30%	-4%	1%	-6%
COc1ccc(NC(=O)NN2CCN(C)CC2)cc1	-5%	2	u	0%	7%	24%	2%	-3%	8%
O=C(NCCC(F)(F)F)c1cccc2c(-c3ccc(F)c(F)c3)coc12	x	-16	3%	x	-2%	0%	4%	-7%	5%
Cn1cc(C(=O)Nc2ccc(Cl)c(Cl)c2)cn1	3%	0	5%	6%	0%	0%	26%	4%	-7%
Cc1ccc(S(=O)(=O)N2CCOCC2)cc1NC(=O)COC(=O)Cc1cccs1	1%	7	9%	-3%	0%	1%	-13%	-1%	-2%
Cc1ccc(NC(=O)CSc2nc3ccccc3nc2N2CCOCC2)c(C)c1	10%	-13	-19%	34%	18%	u	24%	2%	17%
O=C(NCc1cccnc1)C1CC(=O)N(C2CCCCC2)C1 (stereo not given)	10%	27	4%	-15%	1%	11%	2%	-7%[57.1 µM]	0%[9.24 µM]
CC(C)CNC(=O)CC(=O)N/N=C/c1cccs1	u	-1	12%	-2%	16%	9%	4%	-15%	21%
